BCR signal inh – blocks chronic active B-cell receptor signaling; ABC-DLBCL IkBa-CBG/CBR reporter, luminescence ratio, 4 h; Potency, µM (titrated, usually from 46.1 µM), for inactives: at the top dose ratio change, negative = lower green/red ratio, hits mostly inhibitors; hit rate 0.05% among 340,000; AID 493014; active = well fitted inhibition curve with a large enough effect in the signal ratio, with a control signal flat, not every such curve was filed as active; inconclusive = small, poorly fitted or top-dose-only effect, or effect the other way, or a change in a side signal; the % refers to the signal ratio;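 note: potency is the fitted concentration of half-maximal effect; plate controls were basal doxycycline-induced cells for no effect and cells given 10 µM MG132 for full effect; MG132 reads +100%, hits lower the ratio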
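Doxycycline induced both beetle luciferases in TMD8 lymphoma cells; IKK-driven degradation limits the IkappaBalpha-fused green signal, while red luminescence normalises for cell number and nonspecific effects. Compounds tested up to 46 uM, 4 hrs.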
Eya2 phos inh – inhibitors of human Eya2 phosphatase activity | recombinant Eya2, OMFP fluorescence dephosphorylation (OMFP is methylfluorescein phosphate) | Potency, µM (doses to about 76.9 µM), without a hit: at the highest dose activity, negative = inhibition, usual class: inhibitors | hit rate 0.006% among 330,000 | AID 488837; note: potency is the fitted concentration of half-maximal effect; % is set by controls: 0 for no effect and ±100 for the full control effect
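Eya2 (0.2 uM) preincubated 10 min at ambient with compound, then OMFP substrate added at 50 uM; 10 min reaction in 50 mM HEPES pH 7.5, 50 mM NaCl, 5 uM MgCl2, 0.05% BSA, 1 mM DTT. Fluorescence read at Ex 485/Em 525 nm.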
S-ASM inh – inhibitors of human secretory acid sphingomyelinase | AID 504937 | placental ASM, HMU-PC fluorogenic substrate, 60 min | Potency, µM (titrated, usually from 57.5 µM), without a hit: top-dose activity change, negative = inhibition, most hits filed as inhibitors | hit rate 0.006% among 340,000; note: potency is the fitted concentration of half-maximal effect
Target sequence (P17405 47-631 limits assumed): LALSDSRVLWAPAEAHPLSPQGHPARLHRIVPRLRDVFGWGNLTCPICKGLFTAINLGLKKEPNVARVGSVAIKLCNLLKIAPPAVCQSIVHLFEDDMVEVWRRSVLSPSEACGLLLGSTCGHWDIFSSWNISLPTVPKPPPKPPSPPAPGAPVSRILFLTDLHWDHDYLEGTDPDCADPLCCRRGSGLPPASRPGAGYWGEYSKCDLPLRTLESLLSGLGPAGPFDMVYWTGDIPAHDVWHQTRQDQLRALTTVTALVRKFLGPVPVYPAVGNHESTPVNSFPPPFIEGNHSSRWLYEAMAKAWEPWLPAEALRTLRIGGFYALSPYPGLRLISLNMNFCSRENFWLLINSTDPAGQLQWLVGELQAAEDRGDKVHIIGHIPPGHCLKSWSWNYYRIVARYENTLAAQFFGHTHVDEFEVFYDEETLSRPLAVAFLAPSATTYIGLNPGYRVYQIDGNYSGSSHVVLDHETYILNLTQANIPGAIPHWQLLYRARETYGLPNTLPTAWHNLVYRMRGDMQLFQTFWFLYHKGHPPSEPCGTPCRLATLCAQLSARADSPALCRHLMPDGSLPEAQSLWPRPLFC
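Fluorescence read-out (Ex 386 nm, Em 447 nm) after stopping the reaction at pH 10. Enzyme: ASM from human placenta; substrate HMU-PC0, 9 uM final; 60 min, 37 °C. Compound preincubation 10 min, ambient temperature.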
GALK inh – inhibitors of human galactokinase; hit rate 0.007% among 270,000; Potency, µM (top dose mostly 57.5 µM), inactives show top-dose activity change, negative = inhibition, usual class: inhibitors; AID 1868; Purified GALK, Kinase-Glo residual ATP luminescence; note: potency is the fitted concentration of half-maximal effect; % is set by controls: 0 for no effect and ±100 for the full control effect
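GALK at 5 nM final was combined with compound, 35 uM ATP and 100 uM galactose in HEPES pH8.0 with MgCl2 and DTT. The reaction ran one hour at room temperature before luminescent ATP detection.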
PKM2 activator – increases activity of human pyruvate kinase M2. P14618. purified PKM2, Kinase-Glo ATP luminescence, activation; response scale: 0% is enzyme alone, no compound. hit rate 0.34% among 260,000. Potency, µM (series often up to 57.5 µM), for inactives: at the top dose activation, most hits filed as activators; note: potency is the fitted concentration of half-maximal effect; % is set by controls: 0 for no effect and ±100 for the full control effect; nearly all actives have a fitted effect of over 55% in size
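Kinase-Glo luminescence reports ATP generated from ADP (0.1 mM) and PEP (0.5 mM) by purified hPK-M2 after 1 h at room temperature, pH 7.2 imidazole buffer; intermediate enzyme activity allows detecting inhibitors and activators.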
Mito fusion act – blocks mitochondrial division or promotes mitochondrial fusion | Potency, µM (doses to about 46.1 µM), for the others: at the highest dose growth rescue (activation), hits mostly activators | hit rate 0.23% among 320,000 | S. cerevisiae fusion-defective mutant growth rescue, CellTiterGlo 48 h;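 note: potency is the fitted concentration of half-maximal effect; % of control where 0% means no effect; nearly all actives have a fitted effect of over 45% in size; temperature-sensitive fusion mutants such as fzo1-1 at 37 °C on non-fermentable ethanol glycerol medium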
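Yeast fusion mutant, YPEG (non-fermentable carbon), compound, 48 h at 37C non-permissive; CellTiterGlo added, 10 min RT, luminescence read. Rescued growth = division inhibition.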
USP2a inh – blocks human ubiquitin-specific protease USP2a. hit rate 0.01% among 330,000. AID 463254. USP2 core, Ub-CHOP2 coupled fluorogenic reporter, 485/531. O75604. Potency, µM (top dose mostly 38.3 µM), for inactives: top-dose activity change, negative = inhibition, actives largely listed as inhibitors;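 note: potency is the fitted concentration of half-maximal effect; plate controls were DMSO wells for no effect and full inhibition by NEM control for full effect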
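USP2 core (10nM final) preincubated 30min RT with compound in 20mM Tris-HCl pH 8.0, 2mM CaCl2, 2mM beta-mercaptoethanol, 0.05% CHAPS; 25nM Ub-CHOP2 plus 25nM reporter substrate added, fluorescence (Ex485/Em531) read after 60min.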
MBNL1-CUG inh – MBNL1-poly(CUG) RNA binding inhibition; TR-FRET MBNL1-His/biotin-(CUG)12 binding, 665/545 ratio; Q9NR56; Potency, µM (highest dose often 57.5 µM), inactives show at the highest dose activity change, negative = inhibition, most hits filed as inhibitors; hit rate 0.036% among 280,000; active = well fitted inhibition curve with a large enough effect in the signal ratio, with a control signal flat, not every such curve was filed as active; inconclusive = small, poorly fitted or top-dose-only effect, or effect the other way, or a change in a side signal; inactive = no such curve, though single readings can be large or run the other way; the % refers to the signal ratio; note: potency is the fitted concentration of half-maximal effect; % is set by controls: 0 for no effect and ±100 for the full control effect
Target sequence (Q9NR56 whole entry, looked up): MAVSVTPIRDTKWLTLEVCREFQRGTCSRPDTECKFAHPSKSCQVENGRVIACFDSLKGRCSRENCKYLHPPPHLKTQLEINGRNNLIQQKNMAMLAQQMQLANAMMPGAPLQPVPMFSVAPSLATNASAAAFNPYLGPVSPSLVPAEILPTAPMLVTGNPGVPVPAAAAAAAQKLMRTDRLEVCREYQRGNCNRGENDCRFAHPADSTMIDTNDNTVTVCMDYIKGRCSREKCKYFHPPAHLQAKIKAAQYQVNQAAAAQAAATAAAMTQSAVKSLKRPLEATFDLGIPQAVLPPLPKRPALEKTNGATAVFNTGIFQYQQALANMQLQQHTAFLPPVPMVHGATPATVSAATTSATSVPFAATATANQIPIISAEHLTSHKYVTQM
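Compounds (final 92 nM to 58 uM) are added to His-tagged MBNL1 and biotin-(CUG)12, then terbium anti-His antibody and streptavidin-XL665 (5 nM final). After 60 min at room temperature, the 665/545 nm ratio is read.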
TSHR antagonist – human thyrotropin receptor antagonism. TSHR-expressing cells, TSH-stimulated cAMP HTRF, 2 h; active compounds read low. activity change, negative = inhibition, % at 11.5 µM. hit rate 0.2% among 330,000;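 active = activity change below a set negative limit, meaning inhibition stronger than a set level, cut at about -70% in these data; inconclusive = activity change between two set negative limits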; note: % is set by controls: 0 for no effect and ±100 for the full control effect
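Cell-based HTRF cAMP assay; TSHR cells + compound, TSH EC80 (4nM final), 2 h, 37 deg C. Lysis with anti-cAMP cryptate and cAMP-d2, 30 min RT, read 665/620 nm.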
KCNH2 WT inh – blocks the wildtype human KCNH2 potassium channel. AID 720551. Q12809. U2OS, BacMam KCNH2, thallium flux FluxOr; active compounds read low. hit rate 0.37% among 340,000. activity change, % at 1.84 µM;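 active = maximum activity change below -70%; inconclusive = maximum activity change between -70% and -50%; inactive = maximum activity change above -50%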; note: % is set by controls: 0 for no effect and ±100 for the full control effect
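U2OS cells were transduced with wild-type KCNH2 virus (2.03 x 10^8 / mL) for 4 h at room temperature, then cultured overnight at 37 C. Thallium flux was read with FluxOr dye. Rate constants were normalized to DMSO controls.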
Menin MLL FP TR – displaces Texas Red mutant MLL peptide from human menin; Menin + Texas Red MLL mutant peptide, fluorescence polarization; Potency, µM (series often up to 61.6 µM), without a hit: at the top dose FP activity change, negative = inhibition, most hits filed as inhibitors; hit rate 0.23% among 270,000; O00255; active = well fitted inhibition curve with a large enough effect in the polarisation, with a control signal flat, not every such curve was filed as active; inconclusive = small, poorly fitted or top-dose-only effect, or effect the other way, or a change in a side signal; inactive = no such curve, though single readings can be large or run the other way; the % refers to the polarisation; note: potency is the fitted concentration of half-maximal effect; % of control where 0% means no effect; many of its hits are not listed in these tables
Numbers without * were called inactive; ? = inconclusive; . = not tested or not shown; [ ] = another dose, or the depositor's remark. Unless noted, calls come from the whole dose curve; as a rule, active = well fitted curve in the direction sought with a large enough effect; inconclusive = small, poorly fitted or top-dose-only effect, or another doubt; inactive = no such curve, though single readings can be large; an effect the other way counts as inactive or inconclusive. This is a subset (hit frequency here may not be typical).

smiles	Menin MLL FP TR	MBNL1-CUG inh	GALK inh	S-ASM inh	Mito fusion act	BCR signal inh	KCNH2 WT inh	Eya2 phos inh	PKM2 activator	USP2a inh	TSHR antagonist
Cc1cc(C)c2nc(-c3cccc(Cl)c3)c(C)c(C(=O)N3CCOCC3)c2c1	.	4%	-8%	-6%	-13%	5%	9	-8%	0%	-7%	17
CC1=CC(=O)[C@H]2C(C)(C)CCC[C@]2(C)[C@@]1(O)CO	4%	4%	-2%	-5%	-2%	0%	5	-13%	-1%	-3%	-9
N/C(Cc1ccc([N+](=O)[O-])cc1)=N\OC(=O)Cc1ccccc1	6%	.	1%	-2%	14%	5%	-3	3%	0%	4%	-8
CC(C)(O)C#Cc1ccc(CN2CCCC(CNC(=O)c3ccco3)C2)cc1 (stereo not drawn)	.	-11%	0%	5%	8%	-1%	-7	-4%	0%	-4%	52
Cc1ccc2oc(-c3cccc(NC(=O)c4ccc(Br)o4)c3)nc2c1	-6%	-5%	-1%	-17%	2%	?	5	-18%	1%	3%	-11
Nc1ccc(O)c2c(=O)cc(-c3ccccc3Cl)oc12	?	?	.	0%	-3%	?	.	2%	-4%	6%	-9
NC(=S)N/N=C/c1coc2ccc(O)cc2c1=O	.	.	6%	1%	3%	?	-2	-7%	4%	2%	-11
O=C(O)CC(C(=O)N(c1ccccc1)c1ccccc1)N1CCOCC1 (stereo not drawn)	3%	-3%	1%	0%	-4%	2%	-5	7%	0%	3%	19
COc1ccccc1CNC(=O)c1cnccn1	-1%	4%	-2%	6%	4%	-18%	?	15%	2%	0%	-7
CC(=O)c1cccc(OCc2cc(C(=O)N(C)CCc3cnn(C)c3)no2)c1	.	0%	-3%	0%	2%	-3%	2	-12%	.	-1%	2
Clc1ss/c(=N\c2ccccn2)c1Cl	-9%	3%	0%	-5%	7%	?	2	-15%	-17%	3%	4
FC(F)(F)c1cc(N2CCOCC2)nc(-c2ccccc2)n1	28%	-8%	0%	-1%	0%	3%	-2	0%	-4%	1%	4
Cc1c(-c2ccccc2)sc(Br)c1C(=O)N1CCOCC1	-10%	-3%	3%	-2%	3%	-14%	24	-3%	1%	2%	6
O=S(=O)(Nc1nc2ccccc2nc1NCc1ccco1)c1cccs1	?	-4%	0%	-3%	7%	11%	-3	-5%	1%	-3%	4
O=C(Oc1ccc(C(=S)N2CCOCC2)cc1)c1cccc([N+](=O)[O-])c1	12%	?	-8%	-1%	0%	3%	-3	5%	-1%[11.5 µM]	0%	21
COc1ccc(C(CC(=O)O)NC(=O)COc2cc(C)ccc2C)cc1OC (stereo not drawn)	1%	-14%	0%	9%	-1%	-10%	-4	5%	-3%	2%	4
CC(=O)Nc1cccc(NC(=O)CSc2nc(=O)n3cccc(C)c3n2)c1	.	.	.	2%	-2%	-3%	-11	4%	.	3%	5
C[n+]1cn(Cc2cc(Cl)ccc2OC(F)F)c2ccccc21	7%	-5%	-3%	-1%	-7%	0%	-15	6%	.	1%	-2
Cc1ccc(Nc2nc3ccccc3n3cnnc23)cc1C	-27%	0%	-4%	214%	11%	?	-6	-5%	.	2%	-6
O=C(c1c(F)cccc1F)N1CCCC1	-7%	-12%	2%	4%	-2%	12%	-7	3%	27%	2%	18
CCC(c1nnnn1CCOC)N(Cc1cc2c(C)cc(C)cc2[nH]c1=O)CC1CCCO1 (stereo not drawn)	?	?	-4%	8%	2%	-3%	11	?	1%	-1%	-1
COc1cccc(/C=N/NC(=O)CN(C2=NS(=O)(=O)c3ccccc32)c2ccccc2)c1	-6%	-1%	4%	2%	-4%	1%	14	0%	-2%	-1%	-11
S=c1[nH]nc(-c2ccco2)n1/N=C/c1ccc(Cl)cc1	11%	-4%	0%	-20%	-10%	18%	-6	-3%	-13%	2%	-15
O=C(Nc1ccccc1)N(C1=NCCC1)c1ccc(OC(F)F)cc1	6%	6%	-1%	-15%	2%	4%	19	-19%	-7%	-1%	6
CC(OC(=O)c1ccc2c(c1)NC(=O)CS2)C(=O)c1ccc(F)cc1 (stereo not drawn)	.	.	.	-10%	.	-2%	7	4%	.	-2%	-11
CC(=O)N/N=C(\N)c1nonc1N	.	-1%	.	0%	2%	?	2	2%	-4%	-1%	0
CCCN(C(=O)C(C)Oc1cccc(Cl)c1)c1c(N)n(Cc2ccccc2)c(=O)[nH]c1=O (stereo not drawn)	23%	-3%	2%	10%	2%	-1%	5	-5%	-2%	0%	8
CC(=O)c1cccc(NC(=O)c2cc(-c3ccc(F)cc3)on2)c1	-2%	-9%	-1%	5%	5%	-12%	-23	-11%	-6%	0%	-7
Cc1cc(C)cc(N(CC(=O)NC(C)C)C(=O)CCC(=O)Nc2ccccn2)c1	-15%	2%	-1%	0%	-3%	3%	-7	11%	-2%[11.5 µM]	0%	-11
O=C(N/C(=C/c1cccs1)C(=O)N1CCOCC1)c1ccccc1	9%	.	6%	-1%	-3%	?	20	19%	7%	-2%	9
Cc1ccc(S(=O)(=O)N2CCC(NC(=O)c3ccccc3)CC2)cc1	?	-6%	5%	2%	5%	?	-6	5%	-7%	2%	24
COc1ccnc(CSC(N)=Nc2ccc(F)cc2)c1	-11%	32%[activator]	-1%	8%	1%	?	-7	3%	5%	5%	2
O=C(COc1cc(F)ccc1[N+](=O)[O-])Nc1cccc(Br)c1	-9%	-1%	0%	6%	3%	-1%	0	6%	0%	1%	-1
N#Cc1ccccc1/C=N/Nc1nc(-c2ccccc2)c2cc(Br)ccc2n1	-11%	7%	0%	7%	0%	?	5	-2%	-2%	-1%	17
Cc1nc(C(=O)NNC(=O)c2c(-c3c(Cl)cccc3Cl)noc2C)cs1	.	-4%	1%	3%	0%	-9%	-5	-14%	-1%	2%	-3
CCC(C(=O)N1CCOCC1)n1nc(C)n2c(cc3cc(C)ccc32)c1=O (stereo not drawn)	0%	16%	4%	4%	-4%	?	-2	-1%	.	2%	1
O=C1CCC(=O)N(O)CCCCCNC(=O)CCC(=O)N(O)CCCCNC(=O)CCC(=O)N(O)CCCCCN1	.	-9%	-2%	-1%	7%	0%	-2	8%	6%	-1%	-2
O=c1[nH]cnc2c1c(-c1ccccc1)cn2-c1ccc(F)cc1	-4%	-11%	1%	-9%	-26%	?	1	-5%	30%	0%	-8
Brc1cccc(/C=N\n2cnnc2)c1	-9%	-11%	9%	-2%	2%	-1%	0	-13%	0%	2%	19
O=C(Nc1ccc(Cc2ccc(NC(=O)C3CC3)c(O)c2)cc1O)C1CC1	?	5%	-5%	-7%	2%	?	1	-3%	-1%	0%	10
O=C(CCCN1C(=O)C2CC=CCC2C1=O)Nc1ccccc1F (stereo not drawn)	.	0%	-2%	6%	0%	3%	-1	4%	-3%	0%	35
CC(C)(C)NC(=O)COC(=O)c1cc(F)c(F)cc1Cl	-5%	-3%	-2%	0%	-1%	28%	-16	-3%	0%	1%	7
N#CCC(=N)N1CCN(c2cccc(Cl)c2)CC1	3%	-4%	-1%	-2%	11%	10%	0	-21%	0%	2%	0
O=C(COc1ccc2oc(-c3ccco3)cc(=O)c2c1)N1CCCCC1	-24%	?	-2%	14%	-3%	?	-2	-7%	-7%	-1%	-13
